HRas wt GTP bind – human HRas wildtype GTP binding, change in either direction; P01112; GST-Ras wt beads, Bodipy-FL-GTP binding, flow cytometry; actives lie on both sides; GTP binding activity, % at 10 µM; 190,000 tested, 0.14% active;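 active means GTP binding activity at least 20% away from the 100% baseline, either lowered as inhibitor or raised as activator; inconclusive means flagged as likely green fluorescent, judged across all proteins in the well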;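 further: 0% = unlabeled GTP competition control and 100% = no-compound control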
Target sequence (P01112 whole entry, looked up): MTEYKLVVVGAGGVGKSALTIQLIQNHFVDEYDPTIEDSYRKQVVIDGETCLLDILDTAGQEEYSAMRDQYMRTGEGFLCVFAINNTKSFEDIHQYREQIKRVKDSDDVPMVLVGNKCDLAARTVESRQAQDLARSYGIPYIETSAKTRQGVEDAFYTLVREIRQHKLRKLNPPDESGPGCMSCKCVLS
Rab7 wt GTP bind – alters GTP binding to wildtype dog Rab7. 190,000 tested, 0.055% active. AID 758. GST-Rab7 beads, fluorescent GTP binding, flow cytometry; actives lie on both sides; untreated = 100%, excess cold GTP = 0%. GTP binding activity (percent of control), % at 10 µM;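 active means fluorescent GTP binding to Rab7 beads changed by at least 20 points from the 100% baseline, either direction, mostly lower; inconclusive means compound itself probably fluorescent, or too few beads counted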;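 further: median green fluorescence of bound Bodipy-FL-GTP per Rab7 bead population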
Rac1 act GTP bind – alters GTP binding to activated mutant human Rac1 | GST-Rac1 activated beads, fluorescent GTP binding, flow cytometry; actives lie on both sides; 100% means binding = to untreated wells | percent activity (GTP binding), % at 10 µM | 190,000 tested, 0.11% active;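 active means GTP binding at least 20 percentage points away from the 100% baseline, in either direction, so actives lie on both sides; inconclusive means Compound likely fluorescent itself, or too few beads counted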
Rab2 wt GTP – changes GTP binding to wildtype dog Rab2A, up or down; P61105; GST-Rab2 wt beads, Bodipy-GTP binding, flow cytometry; GTP binding activity, % at 10 µM; 190,000 tested, 0.19% active; AID 760;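 active means GTP binding activity at least 20 points away from 100%, either lowered or raised; inconclusive means signal likely due to the compound's own green fluorescence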;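 further: 0% = beads with excess unlabeled GTP and 100% = no-compound control corrected for plate trend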
ABCB1 inh – human ABCB1 inhibition, ABCG2 as counter-screen. P08183. CCRF-Adr cells, JC-1 efflux, flow cytometry. inhibition, % at 6.6 µM. 190,000 tested, 0.067% active; in the data active means inhibition above about 40%;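 further: 0% = vehicle and 100% = reference inhibitor; higher value means more JC-1 retained so stronger ABCB1 efflux block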
Pf gametocyte – inhibitors of late stage P. falciparum gametocyte viability; P. falciparum stage V gametocytes, ATP luminescence, 24 h; inhibition, % at 10.9 µM; 150,000 tested, 0.065% active;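 active means inhibition above the mean plus 3 SD of compounds within the control limits, set per campaign, cut at about 38% in these data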;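 further: 0% = DMSO wells and 100% = medium only without gametocytes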
Rac1 wt modul – human Rac1 wildtype GTP binding, inhibitors and activators. GTP binding activity (% of control), % at 10 µM. 190,000 tested, 0.27% active. AID 757. GST-Rac1 beads, fluorescent GTP binding, flow cytometry; actives lie on both sides; 0 = cold GTP competed, 100 = untreated;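 active means GTP binding activity at least 20 points away from the 100% control level, either lower or higher; inconclusive means compound flagged as likely green fluorescent, judged across all proteins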
Mcl1 Noxa PPI – disrupts binding of human Mcl-1 to Noxa peptide; Q07820; TR-FRET Mcl-1/Noxa peptide binding, 2 h; inhibition, % at 21.7 µM; 220,000 tested, 1.5% active;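 active means compounds that cut the protein-peptide binding signal by more than 50% relative to plate controls in a single-dose test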;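 further: His-tagged Mcl-1 with rhodamine Noxa BH3 peptide and terbium anti-His antibody; 0% = Mcl-1 plus Noxa peptide wells and 100% = peptide-only wells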
Avidin fluor – compound fluoresces at 488/530 nm on avidin beads | compound fluorescence 488/530 nm, flow cytometry; active compounds read high | fluorescence (KMESF) at 10 µM | 220,000 tested, 0.38% active | AID 1775; in the data active means fluorescence above about 47; further: inactives centre near 10
ABCG2 inh – inhibitors of human ABCG2 transporter, ABCB1 counter-screen; AID 1325; IgMXP3 cells, JC-1 efflux, flow cytometry; inhibition, % at 6.6 µM; Q9UNQ0; 190,000 tested, 0.1% active;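 active means inhibition above 80%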;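 further: 0% = DMSO and 100% = nicardipine control wells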
Target sequence (Q9UNQ0 whole entry, looked up): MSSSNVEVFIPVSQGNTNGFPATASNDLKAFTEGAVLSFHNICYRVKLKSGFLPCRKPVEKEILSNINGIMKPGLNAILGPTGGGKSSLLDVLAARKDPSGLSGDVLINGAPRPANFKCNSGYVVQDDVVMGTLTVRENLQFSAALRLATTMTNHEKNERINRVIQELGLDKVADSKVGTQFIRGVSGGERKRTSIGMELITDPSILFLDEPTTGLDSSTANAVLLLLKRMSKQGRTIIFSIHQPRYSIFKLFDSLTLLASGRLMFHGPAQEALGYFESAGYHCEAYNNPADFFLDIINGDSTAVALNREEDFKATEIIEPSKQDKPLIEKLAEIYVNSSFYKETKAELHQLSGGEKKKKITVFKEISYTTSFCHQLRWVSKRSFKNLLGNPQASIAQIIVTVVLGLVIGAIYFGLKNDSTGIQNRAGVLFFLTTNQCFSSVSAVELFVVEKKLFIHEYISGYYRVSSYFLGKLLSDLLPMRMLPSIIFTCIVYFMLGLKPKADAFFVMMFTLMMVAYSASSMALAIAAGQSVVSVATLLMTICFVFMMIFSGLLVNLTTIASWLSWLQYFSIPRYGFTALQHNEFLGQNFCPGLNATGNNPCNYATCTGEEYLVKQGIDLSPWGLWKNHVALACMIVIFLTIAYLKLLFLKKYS
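test system = two drug-resistant human cell lines, ABCG2 and ABCB1 | amount = 3 million cells/mL final, two lines in 1:1 ratio | reagent = JC-1 transporter substrate | doses = one concentration, 6.6 µM final | incubation = 10 min at 25 °C | signal = flow cytometric JC-1 green MFI at 530 nm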
Cdc42 wt GTP – modulators (inhibitors or activators) of GTP binding to human Cdc42 wildtype; P60953; GST-Cdc42 beads, Bodipy-GTP binding, flow cytometry; actives lie on both sides; percent activity (GTP binding), % at 10 µM; 190,000 tested, 0.2% active;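 active means percent activity GTP binding at least 20 points away from the 100% baseline, either down as inhibitor or up as activator; inconclusive means compound flagged as likely green fluorescent from well-wide comparison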;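 further: median bead fluorescence of bound Bodipy-FL-GTP at 100 nM; 0% = excess unlabeled GTP control and 100% = no compound control; below 100% means less GTP binding so inhibitor and above means activator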
Target sequence (P60953 whole entry, looked up): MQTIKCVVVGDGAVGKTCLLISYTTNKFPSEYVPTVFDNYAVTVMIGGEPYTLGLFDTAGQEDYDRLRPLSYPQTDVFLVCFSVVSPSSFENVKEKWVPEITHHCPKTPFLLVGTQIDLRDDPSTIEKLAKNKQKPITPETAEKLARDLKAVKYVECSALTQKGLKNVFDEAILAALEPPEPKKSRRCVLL
* = called active by the depositor; ? = inconclusive; . = no result given. This is a random part of the collection. About 2.3% of those tested had a hit in this group.

A first look:
Each structure is followed by: HRas wt GTP bind	Rab7 wt GTP bind	Rac1 act GTP bind	Rab2 wt GTP	ABCB1 inh	Pf gametocyte	Rac1 wt modul	Mcl1 Noxa PPI	Avidin fluor	ABCG2 inh	Cdc42 wt GTP
COC(=O)COc1ccc(S(=O)(=O)NCc2cccnc2)cc1C
  100	100	100	100	0.5	.	103	9	7	1	101
COc1ccc(N2CCN(C(c3cccs3)C(C)NC(=O)c3ccc4c(c3)OCO4)CC2)cc1 (stereo not given)
  99	102	98	98	0.6	.	102	38	10	1	97
Clc1ccccc1-c1nn2c(COc3ccccc3)nnc2s1
  99	103	95	96	0.5	.	93	-6	11	5	98

This part in full, from the start:
Each structure is followed by: HRas wt GTP bind	Rab7 wt GTP bind	Rac1 act GTP bind	Rab2 wt GTP	ABCB1 inh	Pf gametocyte	Rac1 wt modul	Mcl1 Noxa PPI	Avidin fluor	ABCG2 inh	Cdc42 wt GTP
COC(=O)COc1ccc(S(=O)(=O)NCc2cccnc2)cc1C
  100	100	100	100	0.5	.	103	9	7	1	101
COc1ccc(N2CCN(C(c3cccs3)C(C)NC(=O)c3ccc4c(c3)OCO4)CC2)cc1 (stereo not given)
  99	102	98	98	0.6	.	102	38	10	1	97
Clc1ccccc1-c1nn2c(COc3ccccc3)nnc2s1
  99	103	95	96	0.5	.	93	-6	11	5	98
O=C(CN1CCCc2ccccc21)Nc1ccccc1[N+](=O)[O-]
  96	93	94	95	0.8	3	98	5	10	2	96
CN(c1ccc(OCC(=O)Nc2nc(-c3ccccc3)cs2)cc1)S(=O)(=O)c1ccc(F)cc1
  102	103	100	102	-0.2	.	105	-4	9	-2	101
Cc1ccc(C2=NNC(=O)C(P(=O)(c3ccccc3)c3ccccc3)C2)cc1 (stereo not given)
  101	108	98	103	1.0	.	103	6	11	0	102
CCc1cccc(N=c2c([N+](=O)[O-])nn(-c3ccc4c(c3)OCCO4)n2O)c1
  95	94	92	93	0.5	-2	91	16	14	2	91
CCSc1ncc(/C=N/Nc2ccc([N+](=O)[O-])cc2)n1C
  102	102	99	103	0.0	17	107	80*	11	14	102
CCN1CCN(c2ncnc3c2nnn3Cc2ccccc2)CC1
  92	91	91	93	0.1	.	89	.	9	1	93
Cc1ccc(S(=O)(=O)N(C)C)cc1NS(=O)(=O)c1ccc(Cl)s1
  97	93	99	96	-0.1	-5	99	4	6	-2	96
O=C(/C(C=Nc1ccc(F)cc1)=C(/O)c1ccco1)C(F)(F)F
  99	100	100	102	-0.1	18	102	-7	11	0	100
COc1ccc(C(=S)N2CCN(C)CC2)cc1
  101	102	95	101	-0.3	.	98	17	16	-1	99
CC(C)(C)NC(=O)CN(C(=O)CN1C(=O)C(=O)c2ccccc21)C(C)(C)C
  90	93	94	98	-0.1	1	94	4	9	0	98
COC(=O)c1ccc(NC(=O)CN(Cc2ccc(Cl)cc2)S(C)(=O)=O)cc1
  100	101	100	99	0.7	.	107	25	10	7	101
N#Cc1c(-c2ccc(Cl)cc2)nc2n(c1=O)CCCS2
  100	97	96	98	0.6	.	103	5	19	6	100
O=C(CSc1nc2ccccc2c(=O)n1-c1ccccc1)NCc1ccc2c(c1)OCO2
  103	103	95	104	1.1	.	102	13	22	2	100
CC(C)CNC(=O)Cn1c(=O)c2c(ncn2CC(C)C)n(Cc2ccccc2)c1=O
  99	105	95	101	0.3	-2	100	6	10	2	100
COc1cc(OC)c(OC)cc1CN1CCN(S(=O)(=O)c2ccc(F)cc2)CC1
  99	98	99	100	0.5	.	108	13	12	1	105
O=C(NC1CCCCC1)C(c1ccc2ncccc2c1)N(Cc1ccccc1)C(=O)c1ccc2c(c1)OCCO2 (stereo not given)
  97	94	95	97	7.1	.	97	61*	36	4	98
COc1ccc(OC)c(NC2=NC3(CCCCC3)N=C(N)N2)c1
  ?	?	?	?	0.6	.	?	.	12	2	?
C/C(=N\Nc1nc(C)cc(C)n1)c1ccc(N2CCOCC2)cc1
  96	100	95	99	0.1	18	96	4	25	0	95
O=C(NC(=S)Nc1ccccn1)c1ccco1
  91	96	94	91	-1.6	3	88	19	14	-12	98
Cc1nnc(N(C(=O)c2cnccn2)c2ccccc2)s1
  104	103	101	101	0.6	.	108	8	8	2	103
COC(=O)CC[C@@H](C(=O)O)N1C(=O)c2ccccc2C1=O
  101	101	100	100	-0.7	.	108	13	15	20	104
CC(=O)Nc1ccc(NC(=O)COC(=O)Cc2cccs2)cc1
  103	102	101	104	0.3	.	106	5	37	9	102
Cc1noc(C(=O)Nc2c(C)n(C)n(-c3ccccc3)c2=O)c1Cl
  101	104	98	102	0.3	.	102	-7	24	1	102
Cc1ccccc1C1c2[nH]c3ccccc3c2CCN1CCCn1cccn1 (stereo not given)
  94	100	92	99	-0.1	-16	91	4	6	1	94
CCN(CC)CCCN=Cc1c(O)n(Cc2ccccc2)c(=O)c2ccccc12
  101	99	100	101	0.2	7	103	-1	28	0	103
O=C(C1=C[C@@H](c2coc3ccccc3c2=O)C[C@@H](OCCCCO)O1)N1CCN(Cc2ccccc2)CC1
  98	100	97	97	0.9	25	100	-9	5	5	98
COC(=O)Cn1cc(C(=O)C(F)(F)F)c2ccccc21
  93	98	88	90	2.5	7	89	-1	8	11	90

Reprinted at random: seven compounds from above.
Each structure is followed by: HRas wt GTP bind	Rab7 wt GTP bind	Rac1 act GTP bind	Rab2 wt GTP	ABCB1 inh	Pf gametocyte	Rac1 wt modul	Mcl1 Noxa PPI	Avidin fluor	ABCG2 inh	Cdc42 wt GTP
O=C(/C(C=Nc1ccc(F)cc1)=C(/O)c1ccco1)C(F)(F)F
  99	100	100	102	-0.1	18	102	-7	11	0	100
COC(=O)COc1ccc(S(=O)(=O)NCc2cccnc2)cc1C
  100	100	100	100	0.5	.	103	9	7	1	101
Cc1ccccc1C1c2[nH]c3ccccc3c2CCN1CCCn1cccn1 (stereo not given)
  94	100	92	99	-0.1	-16	91	4	6	1	94
COC(=O)c1ccc(NC(=O)CN(Cc2ccc(Cl)cc2)S(C)(=O)=O)cc1
  100	101	100	99	0.7	.	107	25	10	7	101
Cc1ccc(C2=NNC(=O)C(P(=O)(c3ccccc3)c3ccccc3)C2)cc1 (stereo not given)
  101	108	98	103	1.0	.	103	6	11	0	102
COc1cc(OC)c(OC)cc1CN1CCN(S(=O)(=O)c2ccc(F)cc2)CC1
  99	98	99	100	0.5	.	108	13	12	1	105
CC(C)(C)NC(=O)CN(C(=O)CN1C(=O)C(=O)c2ccccc21)C(C)(C)C
  90	93	94	98	-0.1	1	94	4	9	0	98

(list continues)
Each structure is followed by: HRas wt GTP bind	Rab7 wt GTP bind	Rac1 act GTP bind	Rab2 wt GTP	ABCB1 inh	Pf gametocyte	Rac1 wt modul	Mcl1 Noxa PPI	Avidin fluor	ABCG2 inh	Cdc42 wt GTP
CCOC(=O)c1c(NC(=O)COc2cccc3c2CCN(Cc2ccc(F)cc2)C3=O)sc2c1CCC2
  100	100	100	100	3.4	.	104	-2	13	16	99
Cc1ccc(-c2onc3ccc(Cl)cc23)cc1
  101	103	100	100	0.4	.	105	2	8	4	102
CCOc1ccc(/C=C2/Sc3ccc(C(=O)N4CCN(C(=O)c5ccco5)CC4)cc3N(C)C2=O)cc1OC
  93	93	95	93	2.8	.	95	18	26	6	94
COc1ccc(C(=O)NCc2nnc(SCC(=O)Nc3cc(C)cc(C)c3)o2)cc1OC
  90	89	88	90	-0.3	.	87	0	11	0	89
COC(=O)c1ccccc1NC(=S)NC(=O)C1CC1
  103	105	100	102	-0.2	-14	103	3	16	-1	102
CCCCCC/C(=N\NS(C)(=O)=O)c1ccccc1
  97	97	96	97	0.7	.	100	17	35	4	97
O=S1(=O)c2cccc3cccc(c23)N1Cc1nnc(-c2ccccc2Br)o1
  101	102	99	101	2.8	.	105	12	11	17	100
Cc1oc(-c2cccs2)nc1CN1CCN(CC(C)C)C(CCO)C1 (stereo not given)
  101	107	96	101	2.1	-1	102	9	3	3	100
O=C(NCc1ccccn1)c1ccc2ccccc2n1
  98	98	100	97	0.6	.	98	-17	4	3	97
NC(=O)c1c(NC(=O)Cn2cc([N+](=O)[O-])cn2)sc2c1CCCC2
  95	97	96	92	1.7	.	96	35	22	7	96
CC(=O)Nc1ccc(S(=O)(=O)NNC(=O)CCC(=O)Nc2cc(C)ccc2C)cc1
  100	100	101	100	-0.1	1	101	-8	16	0	101
O=C(OCCOCCN=C1NS(=O)(=O)c2ccccc21)C1CC(=O)N(c2ccccc2)C1 (stereo not given)
  102	98	100	100	-0.4	.	103	0	14	-1	103
COc1ccc(S(=O)(=O)Nc2cc(C)c(O)c(S(=O)(=O)c3ccccc3)c2)cc1
  96	96	93	94	0.9	15	95	20	9	1	98
Cc1ccc2nc(NC(=O)CSCC(=O)OCC(=O)c3ccc(Br)cc3)sc2c1
  100	98	99	99	-0.5	34	100	-21	32	-1	103
CC(=O)c1cnc2cc(-c3ccccc3)nn2c1C
  96	96	94	96	0.8	.	96	16	12	12	100
CCOC(=O)c1ccc(NC(=O)c2cc(OC)c(OC)c(OC)c2Br)cc1
  97	96	99	95	6.4	1	102	14	12	17	98
O=C(c1ccncc1)N1CCN(c2cccc(C(F)(F)F)c2)CC1
  102	98	97	100	0.5	.	103	57*	10	3	104
Cc1cc(=O)oc2cc(Oc3ccc([N+](=O)[O-])cc3[N+](=O)[O-])ccc12
  97	99	91	95	.	7	99	12	8	5	95
O=C1N=C2N(CCN3CCCCC3)c3ccccc3N2/C1=C\c1ccc([N+](=O)[O-])o1
  ?	?	?	?	1.0	.	?	12	9	1	?
O=C(Cc1ccccc1)Nc1cccc(N2C(=O)C=CC2=O)c1
  102	103	102	103	.	-10	106	36	6	-2	102
CC(C)C1Cc2c(C#N)c(N)sc(=S)c2CO1 (stereo not given)
  93	96	94	95	-0.7	-9	93	17	9	-2	95
Cc1ccc2sc(NNC(=O)C3COc4ccccc4O3)nc2c1C (stereo not given)
  99	96	98	99	0.4	.	103	-73	.	4	100

Compound activity deposited in PubChem by several laboratories.
